Compound activity deposited in PubChem by National Center for Advancing Translational Sciences (NCATS).
ELG1 DNA repair = blocks ELG1-dependent DNA repair in HEK293T cells; HEK293T ELG1-luciferase reporter, luminescence, 16 h; DNA damage induced by 5-fluorouridine; Potency, µM (top dose mostly 46.1 µM), for the others: top-dose activity change, negative = inhibition, hits mostly inhibitors; 330,000 tested, 2.3% active; AID 504467; note: potency is the fitted concentration of half-maximal effect; % is set by controls: 0 for no effect and ±100 for the full control effect; nearly all actives have a fitted effect of over 55% in size
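HEK293T cells expressing luciferase-tagged ELG1 (2,000/well) received 5-Fluorouridine plus compound or DMSO for 16 hr at 37 °C. Luciferase was read by ONE-Glo luminescence after 30 min at room temperature.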
NPC1 promoter act = activators of NPC1 promoter | Huh7 NPC1 promoter luciferase reporter, 24 h | Potency, µM (series often up to 9.22 µM), for inactives: at the top dose activation, hits mostly activators | 320,000 tested, 2.4% active;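 note: potency is the fitted concentration of half-maximal effect; % of control where 0% means no effect; nearly all actives have a fitted effect of over 60% in size; reporter is driven by a mutant NPC1 promoter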
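Luciferase expression driven by the NPC1 promoter was measured in stably transfected Huh7 cells after a 24 h compound incubation, using a luciferase reagent and a luminescence read.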
FLuc modulator = firefly luciferase modulation, counter-screen for miR-21 project; P08659; purified FLuc, Km substrates, luminescence inhibition; Potency, µM (top dose mostly 57.5 µM), for inactives: top-dose activity change, negative = inhibition, hits mostly inhibitors; 360,000 tested, 6.9% active;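 note: potency is the fitted concentration of half-maximal effect; plate controls were vehicle for no effect and reference inhibitor for full effect; nearly all actives have a fitted effect of over 55% in size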
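Purified P. pyralis luciferase, 10 nM final, with Km-level 10 uM D-luciferin and 10 uM ATP in 50 mM Tris acetate pH 7.5, 10 mM Mg acetate, 0.01% Tween-20, 0.05% BSA; 6-point qHTS titration about 60 µM downward; luminescence read.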
RORg inh = blocks mouse ROR gamma transcriptional activity; P51450; Drosophila S2 Gal4-RORgamma UAS-luciferase reporter, 20 h; Potency, µM (titrated, usually from 53.6 µM), inactives show at the highest dose activity change, negative = inhibition, most hits filed as inhibitors; 310,000 tested, 5.4% active; note: potency is the fitted concentration of half-maximal effect; % is set by controls: 0 for no effect and ±100 for the full control effect; nearly all actives have a fitted effect of over 60% in size
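ROR gamma transcriptional activity was tracked as Gal4-UAS luciferase output in stably transfected Drosophila Schneider cells, with compound added 1 hr before 700 uM copper sulfate induction and a 20 hr ambient-temperature incubation.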
KCNH2 3.1 block = inhibitors of human KCNH2 3.1 potassium channel isoform | U2OS KCNH2 3.1, thallium flux FluxOr; active compounds read low | activity change, % (tested at about 1.8 µM) | 340,000 tested, 0.95% active;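 active = maximum activity change below -70%; inconclusive = maximum activity change from -70% to -50%; inactive = maximum activity change above -50%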;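 note: thallium influx rate constant from kinetic fluorescence after stimulation buffer; % is set by controls: 0 for no effect and ±100 for the full control effect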
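Kinetic fluorescence (2 min after stimulation buffer) measures Tl+ influx through KCNH2 3.1 expressed by viral transduction in U2OS cells; the rate constant is normalized against DMSO controls serving as positive and negative references.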
Rab9 prom act = activates the Rab9 promoter | Huh7 Rab9 promoter-luciferase reporter, luminescence, 24 h | Potency, µM (top dose mostly 9.22 µM), inactives show at the highest dose activation, negative = inhibition, actives largely listed as activators | 320,000 tested, 2.8% active; note: potency is the fitted concentration of half-maximal effect; % of control where 0% means no effect; nearly all actives have a fitted effect of over 60% in size
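Rab9 promoter-driven luciferase in stably transfected Huh7 cells; 1500 cells/well rested 2 h, exposed to compound in DMSO for 24 h at 37 °C, 5% CO2. Luminescence read 10 min after adding luciferase reagent at ambient temperature.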
Menin-MLL TR inh = inhibitors of human menin-MLL interaction, mutant MLL peptide. Potency, µM (series often up to 61.6 µM), inactives show at the top dose FP activity change, negative = inhibition, actives largely listed as inhibitors. O00255. Menin + Texas Red MLL mutant peptide, fluorescence polarization. 270,000 tested, 0.23% active. AID 1768; active = well fitted inhibition curve with a large enough effect in the polarisation, with a control signal flat, not every such curve was filed as active; inconclusive = small, poorly fitted or top-dose-only effect, or effect the other way, or a change in a side signal; inactive = no such curve, though single readings can be large or run the other way; the % refers to the polarisation; note: potency is the fitted concentration of half-maximal effect; % of control where 0% means no effect; many of its hits are not listed in these tables
Target sequence (O00255 whole entry, looked up): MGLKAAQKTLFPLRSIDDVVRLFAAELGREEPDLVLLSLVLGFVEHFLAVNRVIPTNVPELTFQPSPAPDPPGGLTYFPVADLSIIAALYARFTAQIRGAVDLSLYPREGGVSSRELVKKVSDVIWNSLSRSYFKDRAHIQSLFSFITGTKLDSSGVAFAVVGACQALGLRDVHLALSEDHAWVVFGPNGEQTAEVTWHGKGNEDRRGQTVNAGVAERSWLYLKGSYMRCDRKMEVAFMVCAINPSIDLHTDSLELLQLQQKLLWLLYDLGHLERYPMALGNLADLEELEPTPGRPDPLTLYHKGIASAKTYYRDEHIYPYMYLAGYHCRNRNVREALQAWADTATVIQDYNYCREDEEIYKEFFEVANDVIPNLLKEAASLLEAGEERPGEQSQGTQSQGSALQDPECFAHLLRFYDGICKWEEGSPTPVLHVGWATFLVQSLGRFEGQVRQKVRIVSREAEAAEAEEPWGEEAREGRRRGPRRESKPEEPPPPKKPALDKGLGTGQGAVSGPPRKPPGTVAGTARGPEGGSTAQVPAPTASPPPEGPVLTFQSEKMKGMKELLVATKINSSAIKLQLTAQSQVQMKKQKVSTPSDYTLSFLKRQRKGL
VP16 counter = Gal4-VP16 reporter inhibition counter-screen; Drosophila S2 Gal4-VP16 UAS-luciferase, luminescence, 20 h; Potency, µM (series often up to 53.6 µM), inactives show at the highest dose activity, negative = inhibition, hits mostly inhibitors; 310,000 tested, 3.5% active; AID 2546;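 note: Gal4-VP16 expression switched on by copper sulfate through the metallothionein promoter; potency is the fitted concentration of half-maximal effect; % is set by controls: 0 for no effect and ±100 for the full control effect; nearly all actives have a fitted effect of over 50% in size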
PKM2 activator = PKM2 (human) enzyme activation; P14618; purified PKM2, Kinase-Glo ATP luminescence, activation; response scale: 0% is enzyme alone, no compound; Potency, µM (top dose mostly 57.5 µM), for inactives: at the highest dose activation, actives largely listed as activators; 260,000 tested, 0.34% active; AID 1631; note: potency is the fitted concentration of half-maximal effect; % is set by controls: 0 for no effect and ±100 for the full control effect; nearly all actives have a fitted effect of over 55% in size
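Kinase-Glo luminescence reports ATP generated from ADP (0.1 mM) and PEP (0.5 mM) by purified hPK-M2 after 1 h at room temperature, pH 7.2 imidazole buffer; intermediate enzyme activity allows detecting inhibitors and activators.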
Mito fusion yeast = blocks mitochondrial division or promotes mitochondrial fusion. Potency, µM (doses to about 46.1 µM), for the others: top-dose growth rescue (activation), hits mostly activators. 320,000 tested, 0.23% active. S. cerevisiae fusion-defective mutant growth rescue, CellTiterGlo 48 h;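 note: potency is the fitted concentration of half-maximal effect; % of control where 0% means no effect; nearly all actives have a fitted effect of over 45% in size; temperature-sensitive fusion mutants such as fzo1-1 at 37 °C on non-fermentable ethanol glycerol medium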
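Luminescent cell viability in 1536-well qHTS format served as the measure of rescued growth in ts fusion-mutant S. cerevisiae cultured on non-fermentable YPEG for 48 hours at 37C.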
MBNL1 CUG block = inhibitors of human MBNL1 binding to CUG repeat RNA. Potency, µM (doses to about 57.5 µM), for inactives: top-dose activity change, negative = inhibition, hits mostly inhibitors. TR-FRET MBNL1-His/biotin-(CUG)12 binding, 665/545 ratio. 280,000 tested, 0.036% active. Q9NR56; active = well fitted inhibition curve with a large enough effect in the signal ratio, with a control signal flat, not every such curve was filed as active; inconclusive = small, poorly fitted or top-dose-only effect, or effect the other way, or a change in a side signal; inactive = no such curve, though single readings can be large or run the other way; the % refers to the signal ratio; note: potency is the fitted concentration of half-maximal effect; % is set by controls: 0 for no effect and ±100 for the full control effect
Target sequence (Q9NR56 whole entry, looked up): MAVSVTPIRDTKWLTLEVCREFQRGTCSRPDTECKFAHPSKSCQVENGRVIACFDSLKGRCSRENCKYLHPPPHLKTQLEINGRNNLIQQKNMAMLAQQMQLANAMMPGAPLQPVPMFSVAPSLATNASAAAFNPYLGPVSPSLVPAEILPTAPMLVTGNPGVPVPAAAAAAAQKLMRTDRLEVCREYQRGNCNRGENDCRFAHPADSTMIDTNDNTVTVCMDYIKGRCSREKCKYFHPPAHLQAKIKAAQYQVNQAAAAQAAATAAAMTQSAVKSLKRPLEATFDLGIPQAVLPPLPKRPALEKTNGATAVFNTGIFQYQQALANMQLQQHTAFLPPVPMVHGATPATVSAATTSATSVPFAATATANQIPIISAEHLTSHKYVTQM
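Inhibition of protein-RNA binding appears as loss of TR-FRET between terbium anti-His antibody on MBNL1-His and streptavidin-XL665 on biotin-(CUG)12. Activity is normalized to buffer-only and uninhibited-complex controls.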
Starred values were filed as active, the others as inactive; ? = inconclusive; / = no result given; [ ] = another dose, or the depositor's remark. Unless noted, calls come from the whole dose curve; as a rule, active = well fitted curve in the direction sought with a large enough effect; inconclusive = small, poorly fitted or top-dose-only effect, or another doubt; inactive = no such curve, though single readings can be large; an effect the other way counts as inactive or inconclusive. A portion of the library; count on the stated rates, not on these rows.

SMILES	ELG1 DNA repair	NPC1 promoter act	FLuc modulator	RORg inh	KCNH2 3.1 block	Rab9 prom act	Menin-MLL TR inh	VP16 counter	PKM2 activator	Mito fusion yeast	MBNL1 CUG block
CCN(CC)C(=O)CSc1nnc(COc2ccccc2)n1N	-13%	-4%	-2%	-27%	0	-8%	3%	-2%	4%	-7%	4%
CCc1cc2c(N[C@@H](Cc3c[nH]c4ccccc34)C(=O)O)ncnc2s1	-2%	-1%	4%	5%	8	-1%	1%	-3%	-14%	3%	-21%
CCn1c(=O)cc(SCC(=O)Nc2ccc3c(c2)OCCO3)c2ccccc21	22%	3%	?	1%	-2	-1%	12%	-1%	6%	3%	-8%
COc1ccc(NC(=O)C2CC(=O)n3c(nc4ccccc43)N2)cc1 (stereo not given)	1%	-2%	-1%	7%	0	2%	/	5%	-9%	0%	-6%
O=c1[nH]c(NNC(=S)NCc2ccccc2)nc2c1C1(CCCCC1)Cc1ccccc1-2	-3%	-1%	3%	2.5µM*	-4	-5%	-17%	2.8µM*	-5%	-4%	-17%
Cc1cc(C(=O)N/N=C/c2ccc(-c3ccc([N+](=O)[O-])cc3C)o2)n[nH]1	-3%	-4%	-2%	-22%	13	-6%	?	-11%	3%	-4%	?
CCOc1ccc(C(=O)N/N=C/c2ccc(-c3ccc(S(=O)(=O)Nc4ncccn4)cc3)o2)cc1	11%	8%	19µM*	6%	0	-1%	/	12%	-11%	-2%	?
CC(=O)N1c2ccc(S(=O)(=O)N3CCC(C(=O)NCc4ccc(N(C)C)cc4)CC3)cc2CC1C (stereo not given)	?	-8%	1%	1%	-8	1%	11%	-13%	/	-15%	2%
Cc1cc(C)c2cc(CN(Cc3ccc4c(c3)OCO4)Cc3nnnn3Cc3ccco3)c(=O)[nH]c2c1	?	-1%	0%	-26%	-14	-1%	-11%	4%	20%	4%	24%
CC1Cc2cc(/C(O)=C3\C(=O)C(=O)N(CCN4CCOCC4)C3c3ccccc3F)ccc2O1 (stereo not given)	9%	-3%	-2%	15%	-2	2%	-25%	8%	-2%	2%	25%
O=C(COC(=O)[C@@H]1CC(O)CN1S(=O)(=O)c1ccccc1[N+](=O)[O-])c1ccccc1 (stereo not given in full)	7%	-12%	5%	?	15	-1%	0%	-3%	-1%	-3%	15%
COc1cc2ccccc2cc1C(=O)OCC(=O)N(CC(C)C)c1c(N)n(Cc2ccccc2)c(=O)[nH]c1=O	-15%	-1%	-4%	/	-3	-4%	/	/	/	-7%	/
CC(C)(C)NC(=O)C(c1ccc(O)cc1)N(Cc1ccco1)C(=O)Cn1nnc(-c2cccs2)n1 (stereo not given)	-26%	-5%	4%	?	-16	7%	1%	4%	21%	1%	-14%
CNC(=O)c1c(NC(=O)C2=COCCO2)sc2c1CCN(C(=O)OC)C2	13%	-3%	-9%	/	9	-9%	/	/	/	-2%	/
COC(=O)c1c(C(=O)OC)n(CCCN)c2ccc(C)cc12	15%	-7%	4%	-15%	-4	-5%[1.84 µM]	-10%	4%	0%	-1%	-1%
[O-]/[N+](=C/c1ccc(F)cc1)c1ccc(Cl)cc1	?	?	4.8µM*	?	-10	18%	6%	12%	16%	1%	1%
CC(=O)CSc1nnc(Cc2ccc3c(c2)OCO3)o1	?	1%	3%	?	3	14%	10%	2%	4%	3%	-7%
N/C(=N\OC(=O)C(c1ccccc1)c1ccccc1)c1ccncc1	0%	-3%	-2%	-4%	0	2%	/	8%	-3%	12%	-17%
O=C(COc1ccc(Br)cc1)N1CCc2ccccc2C1	-2%	1%	?	?	11	-3%	-13%	23%	0%	17%	-2%
CCCn1c2ccccc2c2nc3ccccc3nc21	-18%	-2%	2%[2.3 µM]	4%	-19	2%	22%	13%	12%	1%	12%
COc1ccc(C(=O)c2sc(Nc3ccccc3)nc2N)cc1OC	?	-14%	?	13%	-1	-2%	?	?	/	-37%[inhibitor]	?
CCOC(=O)c1sc2nc(C)nc(NCc3ccccc3OC)c2c1C	?	-2%	0%	27%	17	-4%	-10%	-14%	/	-6%	17%
CC(=O)c1ccccc1OCCn1nc(C(=O)O)c2ccccc2c1=O	16%	-2%	-1%	?	0	0%	-2%	-22%	15%	5%	0%
CCN(CC(=O)Nc1c(F)cccc1F)C(=O)c1cc(C)oc1C	15%	-12%	5%	/	6	-7%	/	/	/	-4%	/
CCCCC(c1nnnn1CC1CCCO1)N1CCN(c2cccc(C)c2C)CC1 (stereo not given)	-23%	1%	1%[2.3 µM]	6%	?	0%	-22%	17%	-4%	10%	-5%
Cc1ccc2nsnc2c1S(=O)(=O)N1CCN(Cc2ccc3c(c2)OCO3)CC1	?	1%	9%	-38%	-8	1%	16%	4%	?	10%	?
Cc1cccc(C)c1NC(=S)NN(Cc1ccccc1)c1ccccc1	-5%	-5%	8%	5µM*	6	-4%	-8%	?	3%	-2%	-1%
CCOC(=O)c1ccc(NC(=O)c2nc[nH]c2C(=O)NCCCCNC(=O)c2[nH]cnc2C(=O)Nc2ccc(C(=O)OCC)cc2)cc1	?	-14%	5%	/	/	-19%	/	/	/	0%	/
COC(=O)C1(C)Nc2ccccc2C(=O)N1c1ccccc1OC (stereo not given)	4%	-4%	3%	-36%	19	-9%	8%	-6%	1%	-12%	1%
O=C1c2ccccc2CN1C(CO)c1ccccc1 (stereo not given)	3%	-3%	-1%	-3%	-5	-3%	?	15%	/	-7%	0%
COc1ccc(COC(=O)c2nc3nc(C)cc(C)n3n2)cc1F	16%	5%	10%	9%	-8	0%	-6%	-11%	-3%	19%	-5%
Cc1ccc(N(Cc2ccccc2)C(=O)c2cccc(S(=O)(=O)N3CCOCC3)c2)cc1	-11%	-3%	1%	/	-4	-2%	/	/	/	5%	/
Cc1ccc(C)c(NS(=O)(=O)c2ccc3c(c2)NC(=O)CCS3)c1	-2%	1%	-1%	29%	12	-4%	/	3%	/	0%	1%
CC12CCC(=O)N1C(C(=O)Nc1ccc(F)c(F)c1F)CS2 (stereo not given)	27%	0%	-1%	/	3	-6%	/	/	/	-1%	/
O=C(c1ccccc1)N1CCN(c2ccc([N+](=O)[O-])c(NCC3CCCO3)c2)CC1 (stereo not given)	?	-11%	0%	44%	2	-3%	1%	10%[10 µM]	1%	2%	?
CCOC(=O)c1c(NC(=O)c2ccncc2)sc(C)c1C	-4%	-11%	-11%	-15%	33	-3%	7%	6%	1%	6%	0%
Cc1nc2ccc([N+](=O)[O-])cc2c(=O)n1Cc1ccc(Br)cc1	-4%	-2%	6%	?	-1	-1%	?	0%	0%	6%	?
COc1cc(Cl)c(C)cc1NC(=O)CNC(=O)Cn1cnc2ccccc2c1=O	-6%	-6%	3%	27%	3	1%	?	-4%	-6%	1%	-9%
CCC(C)NC(=O)CCn1ccc2cc(S(=O)(=O)N3CCCC3)ccc21 (stereo not given)	9%	-1%	5%	1%	3	1%	-2%	-10%	-1%[0.46 µM]	5%	-2%
CCN1CCN(c2nc3ccccc3n3cnnc23)CC1	15%	0%	-5%	8%	-10	-5%	/	-5%	18%	3%	1%
COc1ccccc1Cn1nc(C(=O)O)c2ccccc2c1=O	-20%	-5%	-13%	-4%	-14	1%	?	-4%	?	-4%	-1%
COC(=O)c1ccc(COc2ccc(/C=N/Nc3cccc(C(=O)O)c3)cc2)cc1	?	0.71µM*	2.7µM*	-17%	7	0.4µM*	/	-23%	2%	-3%	9%
O=C(COC(=O)/C=C/c1ccccc1)Nc1cc(C(F)(F)F)ccc1N1CCOCC1	21%	1%	4%	-7%	10	2%	-2%	-8%	-10%	-4%	8%
O=[N+]([O-])c1ccccc1S(=O)(=O)c1ccccc1[N+](=O)[O-]	-8%	2%	0%	-18%	-2	15%	37%[activator]	4%	/	-11%	?
COc1ccccc1Nc1nc(N(C)c2ccccc2)nc(N)c1[N+](=O)[O-]	7%	1%	1%	-7%	-26	0%	1%	-2%	/	7%	-4%
O=C(Nc1nnc(SCC(=O)N2CCOCC2)s1)C1CC(=O)N(c2ccc(F)cc2)C1 (stereo not given)	2%	1%	-3%	18%	-3	6%	/	0%	-1%	-2%	6%
COC(=O)CSc1nnc(-c2ccccn2)n1Cc1ccco1	-16%	0%	-1%	?	2	-2%	-5%	0%	-17%	-1%	4%
